Bioassay records as filed in PubChem.
sEH inh: soluble epoxide hydrolase (human) inhibition; recombinant human sEH enzymatic activity assay; inhibition, % at 2 µM; actives 0.34% (n = 91,000); AID 707; in the data active = inhibition above about 80%; note: values of inactives mirror those of a sister screen read the other way; many of its hits are not listed in these tables
PostGolgi yeast: growth inhibition of a yeast mutant, post-Golgi transport screen | inhibition, % at 10 µM | AID 739 | post-Golgi transport phenotypic cell assay | actives 0.9% (n = 98,000);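 note: yeast cells grown in 1536-well plates; yeast grown about 18 h at 30C before absorbance read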
CYP2C19 activ: cytochrome P450 2C19 (human) activation. P33261. recombinant CYP2C19, luciferin-H EGE luminescence; stronger effect = higher value; 0 = fully inhibited enzyme, 1 = untreated enzyme. activation factor at 5 µM. 96,000 tested, under 10 active. AID 1025;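 active = activation factor of at least 2 at 5 µM in the primary screen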;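 note: 0 = wells with 2.5 mM tranylcypromine and 1 = vehicle-only wells; values of inactives mirror those of a sister screen read the other way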
S1P2 antag: antagonists of human S1P2 receptor | AID 736 | cell-based S1P2 antagonist assay, inhibition at 5 uM | O95136 | inhibition, % at 5 µM | actives 0.21% (n = 97,000); in the data active = inhibition above about 45%;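 note: CRE beta-lactamase reporter cells expressing human S1P2 stimulated with S1P; 0% = agonist at EC80 alone and 100% = agonist plus reference antagonist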
Target sequence (O95136 whole entry, looked up): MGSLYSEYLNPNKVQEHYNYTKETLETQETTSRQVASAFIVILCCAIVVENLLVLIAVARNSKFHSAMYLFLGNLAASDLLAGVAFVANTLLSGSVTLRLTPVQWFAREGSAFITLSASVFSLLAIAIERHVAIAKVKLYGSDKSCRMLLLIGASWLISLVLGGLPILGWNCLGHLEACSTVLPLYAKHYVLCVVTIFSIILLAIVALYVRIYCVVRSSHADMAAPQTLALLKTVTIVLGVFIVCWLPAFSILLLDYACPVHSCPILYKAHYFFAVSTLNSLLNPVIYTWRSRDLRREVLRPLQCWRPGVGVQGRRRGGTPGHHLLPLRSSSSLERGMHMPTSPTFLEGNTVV
sEH act: activators of human soluble epoxide hydrolase; actives 0.04% (n = 91,000); purified human sEH enzymatic activity, activator screen; activation, % at 2 µM; in the data active = activation above about 37%; note: values of inactives mirror those of a sister screen read the other way
CYP2C19 inh: inhibitors of human CYP2C19. P33261. actives 21% (n = 96,000). inhibition, % at 5 µM. CYP2C19 Supersomes, luciferin-H EGE luminescence, 30 min;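 active = CYP2C19 inhibition above a set limit at 5 µM in the primary screen, cut at about 50% in these data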;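 note: plate controls were negative control wells for no effect and 2.5 mM tranylcypromine positive control for full effect; values of inactives mirror those of a sister screen read the other way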
hDAT+cocaine: modulates human dopamine transporter uptake under cocaine | actives 1.3% (n = 110,000) | AID 449768 | LLC-PK1 hDAT cells, [14C]-dopamine uptake with cocaine IC80; actives deviate in either direction | Q01959 | B-score at 10 µM;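 active = Z score or B-score, a plate-position-corrected score, falls beyond the plate's 99.7% confidence bounds, in either direction; inactive = both scores lie inside the 99.7% bounds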;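 note: scored against the spread of the other compound wells on the same plate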
Target sequence (Q01959 whole entry, looked up): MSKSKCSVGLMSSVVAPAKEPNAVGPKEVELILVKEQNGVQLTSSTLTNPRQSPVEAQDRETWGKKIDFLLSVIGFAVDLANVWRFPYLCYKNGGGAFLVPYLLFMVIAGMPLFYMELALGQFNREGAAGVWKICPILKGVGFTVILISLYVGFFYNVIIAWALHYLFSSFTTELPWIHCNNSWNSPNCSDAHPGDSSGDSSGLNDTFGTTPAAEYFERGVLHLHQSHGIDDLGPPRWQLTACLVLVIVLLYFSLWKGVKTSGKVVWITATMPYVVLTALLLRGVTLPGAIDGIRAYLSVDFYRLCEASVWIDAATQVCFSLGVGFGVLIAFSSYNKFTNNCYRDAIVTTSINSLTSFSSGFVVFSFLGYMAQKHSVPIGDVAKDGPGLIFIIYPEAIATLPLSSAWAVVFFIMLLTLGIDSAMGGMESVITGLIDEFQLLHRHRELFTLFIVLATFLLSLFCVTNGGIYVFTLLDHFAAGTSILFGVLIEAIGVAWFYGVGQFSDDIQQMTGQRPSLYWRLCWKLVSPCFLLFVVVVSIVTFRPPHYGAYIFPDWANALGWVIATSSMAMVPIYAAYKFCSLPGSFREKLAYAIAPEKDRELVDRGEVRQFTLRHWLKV
S1P2 ag: S1P2 (human) receptor agonism; O95136; actives 0.46% (n = 97,000); activation, % at 4.5 µM; S1P2-expressing cell line, agonist reporter read-out; in the data active = activation above about 16%;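 note: 0% = vehicle low control and 100% = maximal reference agonist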
PostGolgi ctrl: yeast control strain growth, post-Golgi counter-screen. efflux-deficient yeast background strain, growth absorbance A615, 16 h. inhibition, % at 10 µM. actives 5% (n = 98,000)
Numbers without * were called inactive; . = no result given; & = joins results of further samples. Cut-off read from the data, not from the text of the source, unless noted: active = inhibition above about 30%; inactive = the rest. Compounds as they come; overall some 24% were active at least once.

SMILES	sEH inh	PostGolgi yeast	CYP2C19 activ	S1P2 antag	sEH act	CYP2C19 inh	hDAT+cocaine	S1P2 ag	PostGolgi ctrl
Cc1ccc(/C=N/NC(=S)NC2CCS(=O)(=O)C2)cc1 (centres undefined)	-9	5	0.9	2	12	11	-0.0013	-6	-5
O=C(NCCCn1ccnc1)Nc1ccc(Cl)c(Cl)c1	16	-2	0.2	1	-15	76*	-0.7	-5	8
O=C(CCN1C(=O)CSC1=O)Nc1ccc(Br)cc1	31	.	.	-5	-28	.	0.077	-6	.
O=C(COC(=O)Cc1ccc(Br)cc1)NC12CC3CC(CC(C3)C1)C2	10	2	1	-2	-11	3	-1.2	-7	17
O=C(Nc1ccc2c(c1)OCO2)C(c1ccccc1)N1CCCCC1 (centres undefined)	9	-6	0.4	.	-5	58*	-0.82	.	17
CCOC(=O)c1c(N)sc(C(N)=O)c1C	.	-7	0.9	.	.	7	-0.24	.	0
CCCCCCOC1(c2ccccc2)OC(=O)c2ccccc21 (centres undefined)	-11	-5	0.4	1	12	56*	.	-6	4
Cc1cc(=O)[nH]c(N=N/C(=N/Nc2ccc(O)cc2)c2ccccc2)n1	-20	-6	0.6	-18	19	38	1.6	-6	2
Cc1ccc2nc(SCC(=O)NC(=O)NCc3ccco3)[nH]c2c1	.	-5	0.2	.	.	80*	-0.77	.	6
O=C(C1CC(c2ccccc2O)=NO1)N1CCc2ccccc2C1 (centres undefined)	-11	4	0.4	0	5	62*	0.82	-6	19
O=C(Nc1ccc(Cl)cc1C(=O)NCCN1CCOCC1)c1ccco1	-1	-5	0.6	0	-1	36	-0.083	-2	15
CC(=O)Nc1ccc(N2C(=O)CCC2=O)cc1C	3	-5	0.9	-22	-1	10	0.8	-3	13

Just sEH inh, CYP2C19 inh and sEH act, for some of the entries so far:
| Structure | sEH inh | CYP2C19 inh | sEH act |
| --- | --- | --- | --- |
| O=C(NCCCn1ccnc1)Nc1ccc(Cl)c(Cl)c1 | 16 | 76* | -15 |
| O=C(COC(=O)Cc1ccc(Br)cc1)NC12CC3CC(CC(C3)C1)C2 | 10 | 3 | -11 |

Next compounds follow.
SMILES	sEH inh	PostGolgi yeast	CYP2C19 activ	S1P2 antag	sEH act	CYP2C19 inh	hDAT+cocaine	S1P2 ag	PostGolgi ctrl
Cc1nc2n(n1)C(c1ccccc1)C1=C(CC(c3ccco3)CC1=O)N2 (centres undefined)	-4	12	1	-7	5	-5	-1.2	-2	4
C=CCn1c(SCC(N)=O)nnc1-c1ccccc1O	10	-1	0.9	10	-10	6	-0.72	-4	-4
C=C(Cl)COc1ccc2c(C)cc(=O)oc2c1	1	0	.	1	-2	.	-0.073	-3	1
Cc1ccc(N(C)S(=O)(=O)c2ccc(C)cc2)cc1	4	-6	0.1	2	-5	90*	-0.78	-2	7
CC(C)C(NS(=O)(=O)c1cccc2nsnc12)C(=O)NCc1ccc2c(c1)OCO2 (centres undefined)	4	-7	0.6	-9	-5	44	-0.22	-3	-1
O=C(COc1ccccc1)N(Cc1ccco1)c1ccc(O)cc1	-11	1	.	11	10	.	0.15	-6	8
Cc1cc(C)nc(SCC(=O)Nc2ccc(N3CCOCC3)c(Cl)c2)n1	16	-3	0.6	23	-16	36	0.35	-6	-1
C=CCNc1oc(/C=C/c2ccccc2)nc1C#N	-13	0	0.3	-22	15	68*	-0.54	17*	29
Cc1cc(C)c(C#N)c(SCc2ccc(C#N)cc2)n1	1	-2	0.8	16	-5	16	-1.4	-5	0
O=C(Nc1cccnc1)C1OCCc2ccccc21 (centres undefined)	-14	12	0.9	-16	18	6	-0.46	-1	7
O=S(=O)(c1cccs1)N1CCN(Cc2ccccc2)CC1	-3	5	0	1	1	98*	1.2	-3	2
CC1CCCCC1NC(=O)C1CCN(S(=O)(=O)N2CCOCC2)CC1 (centres undefined)	27	0	1	-5	-26	-1	-0.59	-3	2
Cc1ccc(OCC(=O)N2CCCCC2)c(Br)c1	-8	0	0.1	12	8	85*	-0.95	-3	4
O=C(Oc1ccc(-c2cnc3ccccc3n2)cc1)c1ccc(Br)o1	10	-12	0.4	3	-7	58*	0.6	-4	6
O=C(Nc1c(Cl)cc(Cl)cc1C(=O)NCc1cccnc1)c1ccc(Cl)cc1Cl	28	-1	1	-12	-25	3	0.59	-2	3
CCOc1ccc(C2Oc3nc(SC)nnc3-c3ccccc3N2C(C)=O)cc1OC (centres undefined)	.	-5	1	.	.	2	0.4	.	-7
Cc1csc(NC(=O)c2cc3c(s2)-c2ccccc2OC3)n1	-3	-6	1	-6	3	-5	-0.93	-1	4
CCCNC(=O)Cc1cc(=O)[nH]c(=O)[nH]1	5	-1	1	3	-6	4	-0.12	-2	-1
O=C(Cn1ncc2c(=O)oc3ccccc3c21)NCC1CCCO1 (centres undefined)	-17	0	1.1	4	16	-5	-1.2	-2	1
CCOc1ccc2ccccc2c1C(=O)N1CCOCC1	-3	3	0.8	-2	4	16	0.17	-2	12
Cc1cc(C)nc(SCCn2c(N(C)Cc3ccccc3)nc3c2c(=O)n(C)c(=O)n3C)n1	2	13	0.5	-16	-2	47	0.67	0	34*
Cc1ccc(N2C(=O)C(Cl)=C(N3CCN(C)CC3)C2=O)c(C)c1	-8	.	.	-19	10	.	-0.78	-2	.
COc1ccc(CCNC(=O)CC2Oc3ccc(Cl)cc3NC2=O)cc1OC (centres undefined)	.	-4	0.4	-10	.	59*	-0.76	0	18
CS(=O)(=O)N(CC(=O)Nc1ccccc1Sc1ccccc1)c1ccc(F)cc1	-3	-2	0.7	-11	1	28	0.027	-1	54*
Cn1c(SCC(=O)N2CCN(Cc3ccccc3)CC2)nnc1-c1ccncc1	5	1	1	-13	-2	2	-0.74	0	6
CCOC(=O)N1CCN(C(=O)CCc2c(C)nc3c(c(C)nn3-c3ccc(C)c(C)c3)c2C)CC1	.	-2	0.7	.	.	32	0.9	.	27
CCOC(=O)C1CCN(c2nc3ccccc3nc2C(C#N)C(=O)OCCOC)CC1 (centres undefined)	12	-4	0.3	-15	-10	66*	0.021&0.22	-1	17
CCOC(=O)CSC1=C(C#N)C(c2ccc(C)cc2)C(C(=O)OC)C(=O)N1 (centres undefined)	-2	-2	0.5	-38	3	54*	-0.48	-2	8
CC(O)COc1ccc(/C(=N/O)c2ccccc2)cc1 (centres undefined)	-11	-4	0.7	0	11	31	1.6	-7	10
C=CCn1c(O)c(C(CC)=Nc2ccccc2NC(=O)CC)c(=O)[nH]c1=O	-4	1	0.3	9	5	72*	-0.17	-5	-2
CN(C(=S)NC(=O)CCCOc1ccc(Cl)cc1Cl)c1ccccc1	8	0	0.6	3	-5	40	1.1	-4	7
Cc1ccccc1NC(=O)C(C)O/N=C/c1cccc([N+](=O)[O-])c1 (centres undefined)	-2	-9	0	-12	1	95*	0.42	-7	26
O=C(COC(=O)c1ccccc1Nc1cccc(C(F)(F)F)c1)NCc1ccco1	-7	3	0.6	-35	7	38	-0.51	-3	23
CC(=O)OC12CC3CC(C1)C(=NO)C(C3)C2	12	4	1.1	-4	-12	-8	-0.068	-4	4
COc1cc2c(cc1NC(=O)C(C)N1CCN(S(=O)(=O)c3ccc(C)c(C)c3)CC1)oc1ccccc12 (centres undefined)	13	-5	1.1	4	-13	-12	-0.099	-8	3
CC1CN(C(=O)CN2C(=O)c3ccccc3C2=O)CC(C)O1 (centres undefined)	8	1	1	-11	-9	-3	0.11	-4	10
O=C(CN1C(=O)c2ccccc2S1(=O)=O)Nc1ccc(S(=O)(=O)N2CCCCCC2)cc1	78	-2	0.5	-2	-78	50*	1.4	-10	-3
Cc1cc(C)n(-c2cccc(Cl)c2)c(=O)c1C#N	-1	1	0.8	-6	0	16	-1.8	-8	3
O=C(CN1CCOCC1)NCC12CC3CC(CC(C3)C1)C2	.	1	1	9	.	-2	-0.81	-2	37*
COc1ccc(-c2ccc(-c3nnc(Cc4ccc(OC)c(OC)c4)o3)cc2)cc1	9	-5	0.7	-16	-9	30	0.36	-2	3
CCCn1c(CNc2ccccc2O)nc2ccccc21	5	12	0.5	8	-3	51*	-0.56	0	11
COc1ccc(Cl)cc1NC(=O)CSc1nnc(COc2ccccc2)n1N	9	1	0.6	11	-4	44	-1.3	-4	8
Cc1cc(C(=O)N(C2CCCCC2)C2CCCCC2)no1	8	-4	0.9	-14	-6	8	-0.14	-3	13
Oc1c(C(Nc2nc3ccccc3s2)c2ccco2)ccc2cccnc12 (centres undefined)	5	9	0.7	8	-2	34	0.42	-9	11
COc1ccc(CNC(=O)COC(=O)c2ccc3c(c2)OCCO3)cc1	.	-4	0.8	.	.	16	0.31	.	5
Oc1oc(-c2ccccc2)nc1C=Nc1cccc2ccccc12	8	12	0.6	-6	-7	38	-0.25	-8	40*
COCCCn1c(-c2ccsc2)nc2c1c(=O)[nH]c(=O)n2Cc1ccccc1	-3	7	1	14	0	-1	-0.75	0	10
CCOC(=O)c1ccc(Nc2ncnc3ccc(C)cc23)cc1	-5	0	0.8	9	4	19	-0.62	-6	4
COC(=O)CCC(=O)Nc1sc(C)c(C)c1C(N)=O	.	-6	1.1	.	.	-6	-0.37	.	0
Cn1nc(C(F)(F)F)c(/C=N/OC(=O)c2ccccc2)c1Sc1ccc(Cl)cc1	5	3	0.7	-16	-3	34	0.038	-2	4
COc1ccc(OCCOC(=O)c2ccc(-n3cnnn3)cc2)cc1	-11	-8	0.7	-12	9	32	0.11	1	-7
Fc1cccc(Cl)c1Cn1nnc2c(-n3ccnc3)ncnc21	.	-1	0.1	.	.	95*	-0.18	.	11
CN(C)CCCOc1ccc(Cl)cc1Br	-11	8	1	7	10	0	0.34	-3	-4
Oc1ccc(C2=Nn3c(nnc3-c3ccco3)SC2)cc1O	-7	0	0.7	1	7	29	.	-4	-1
c1ccc(CNc2ncnc3c2ncn3C2CCCCO2)cc1 (centres undefined)	.	0	0.7	.	.	28	1.4	.	1
COC(=O)c1c(C#N)c(N)nc2c1CCC2	7	-1	1	-26	-8	4	0.55	6	-7
CC(C)c1ccc(NC(=O)C(c2ccccc2)N2CCN(C(=O)c3ccco3)CC2)cc1 (centres undefined)	-12	-9	1	3	11	4	0.64	-4	18
O=S(=O)(/N=S1/CC=CCN1S(=O)(=O)c1ccccc1)c1ccccc1 (centres undefined)	3	-13	1	1	-6	2	-1.3	-9	2
O=C(NC(=S)NC1CCCCCCCCCCC1)c1cccnc1	4	-7	0.9	-7	-9	6	0.73	-4	12
COc1ccccc1NC(=O)N1CCCC1C(=O)NCc1ccccc1 (centres undefined)	-14	-1	1	17	13	3	-1.3	-3	7
Later entries
SMILES	sEH inh	PostGolgi yeast	CYP2C19 activ	S1P2 antag	sEH act	CYP2C19 inh	hDAT+cocaine	S1P2 ag	PostGolgi ctrl
COCCn1c(C)cc(C2=NNC(=Nc3ccccc3F)SC2)c1C	-13	2	0.5	-14	13	53*	1.1	-5	1
C=CCn1c(C)cc(C(=O)COC(=O)COc2ccccc2C#N)c1C	3	-12	1.1	4	0	-14	-0.25	0	9
COc1cc2nc(SCc3c(C)noc3C)n(CCC3=CCCCC3)c(=O)c2cc1OC	-8	22	0.7	13	8	33	0.7	-5	9
CCCN(CCC)S(=O)(=O)c1ccc(NC(=O)Cc2cccs2)cc1	34	-5	0.5	11	-35	50*	-0.31	1	27
O=C(NCc1ccc2c(c1)OCO2)c1cc2ncc(Br)cn2n1	.	-4	0.9	20	.	11	-2.1*	-1	-2
O=P(O)(O)COc1ccccc1P(=O)(c1ccccc1)c1ccccc1	.	-13	1	14	.	2	0.052	-3	10
O=C(CCCN=C1NS(=O)(=O)c2ccccc21)OCC(=O)N1CCc2ccccc21	-5	0	0.9	7	5	9	0.91	0	-6
N#Cc1c(NCCN)nc(-c2ccco2)c2c1CCCC2	3	-3	0.9	-47	-4	10	-0.071	20*	14
